Screens deposited in PubChem BioAssay by National Center for Advancing Translational Sciences (NCATS).
DT40 TDP1 no CPT: qHTS for Inhibitors of human tyrosyl-DNA phosphodiesterase 1 (TDP1): qHTS in cells in absence of CPT; DT40 Tdp1-/- hTDP1 cells, no CPT, ATP luminescence, 48 h; Potency, µM (series often up to 46.2 µM), for inactives: at the highest dose activity change, negative = growth inhibition, most hits filed as inhibitors; 420,000 tested, 15% active; AID 686978, 2013; note: nearly all actives have a fitted effect of over 55% in size
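Growth kinetics read by CellTiter-Glo luminescence after ≥48 hr at 37 °C. Cells: DT40 Tdp1-/- stably carrying human TDP1, 400 per well, compound exposure in the absence of CPT (DMSO vehicle).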
N370S GC mod: N370S glucocerebrosidase modulation, Gaucher chaperone candidate | N370S GC spleen homogenate, 4MU-glucoside fluorescence | P04062 | 330,000 tested, 0.092% active | Potency, µM (top dose mostly 59.4 µM), for the others: at the highest dose activity change, negative = inhibition, actives largely listed as inhibitors;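 note: 0% = full enzyme activity and -100% = no enzyme basal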
TDP1 block: TDP1 (human) enzyme inhibition. recombinant TDP1, AlphaScreen DNA substrate cleavage. Potency, µM (doses to about 130 µM), for the others: top-dose activity change, negative = inhibition, most hits filed as inhibitors. 350,000 tested, 0.28% active; note: nearly all actives have a fitted effect of over 40% in size
Target sequence (Q9NUW8 whole entry, looked up): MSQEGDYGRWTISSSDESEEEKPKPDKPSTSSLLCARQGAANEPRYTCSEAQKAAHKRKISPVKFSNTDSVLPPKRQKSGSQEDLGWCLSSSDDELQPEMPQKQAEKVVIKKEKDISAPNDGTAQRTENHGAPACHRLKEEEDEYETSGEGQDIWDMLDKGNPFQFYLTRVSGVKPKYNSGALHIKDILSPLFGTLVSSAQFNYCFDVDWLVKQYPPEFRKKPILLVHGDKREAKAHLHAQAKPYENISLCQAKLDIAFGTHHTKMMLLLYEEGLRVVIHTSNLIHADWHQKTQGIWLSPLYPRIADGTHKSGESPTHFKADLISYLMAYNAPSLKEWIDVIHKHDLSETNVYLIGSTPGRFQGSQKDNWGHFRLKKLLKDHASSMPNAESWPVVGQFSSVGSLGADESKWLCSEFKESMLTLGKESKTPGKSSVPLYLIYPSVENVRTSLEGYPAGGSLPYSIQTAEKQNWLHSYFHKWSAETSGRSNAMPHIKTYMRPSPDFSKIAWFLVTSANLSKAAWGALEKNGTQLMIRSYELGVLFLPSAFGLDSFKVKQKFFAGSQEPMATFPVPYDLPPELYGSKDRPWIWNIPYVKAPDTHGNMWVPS
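Here, a 5' biotin and 3' phosphotyrosine-FITC DNA oligonucleotide reports Tdp1 activity: intact substrate bridges AlphaScreen beads, while cleavage leaves a 3' phosphate and drops signal. All incubations at room temperature.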
The depositor's hits bear a star; ? = inconclusive; . = not tested or not shown; & = joins results of further samples; [ ] = another dose, or the depositor's remark. Calls come from the whole dose curve; as a rule, active = well fitted curve in the direction sought with a large enough effect; inconclusive = small, poorly fitted or top-dose-only effect, or another doubt; inactive = no such curve, though single readings can be large; an effect the other way counts as inactive or inconclusive. Unless noted, % is set by controls: 0 for no effect and ±100 for the full control effect; potency is the fitted concentration of half-maximal effect. The list is partial, so the mix of outcomes need not match the whole.

No.	Structure	DT40 TDP1 no CPT	N370S GC mod	TDP1 block
1	CC1(C)SC2C(NC(=O)C(C(=O)O)c3ccccc3)C(=O)N2C1C(=O)O (configuration not stated)	.	9%	8%[56.1 µM]
2	O=C(CN1CCN(c2ccc([N+](=O)[O-])cc2)CC1)c1ccccc1	?	-19%	.
3	Cc1ccsc1/C=N/n1c(C2CCCCC2)n[nH]c1=S	-35%	7%	-2%
4	O=C(c1ccco1)N1c2ccccc2Sc2ccccc21	?	7%	5%
5	O=C(CSc1nnc(-c2ccccc2)o1)c1ccc2c(c1)OCCO2	?	5%	4%
6	O=C(NCC1COc2ccccc2O1)c1cccc(S(=O)(=O)NCc2ccccc2)c1 (configuration not stated)	?	-4%	.
7	Cc1ccc(C)c(Cn2c(=O)cc(C(F)(F)F)c3c(C)nn(C)c32)c1	-22%	.	2%
8	CN(C(=O)CSc1nnc(-c2ccco2)o1)C1CCCCC1	-26%	11%	4%
9	CC(=O)c1ccc(OCc2ccc(Oc3c(Cl)cccc3[N+](=O)[O-])cc2)cc1	?	23%	8%
10	Cc1cc(C)c(N(CC(=O)NCc2ccccc2)C(=O)c2csnn2)c(C)c1	-16%	-9%	3%
11	COc1cccc(-n2cc(C(=O)Nc3ccccc3C(N)=O)c3ccccc3c2=O)c1	10µM*	.	8%
12	O=c1cnnc(N/N=C/c2ccccn2)[nH]1	3.3µM*	7%	.
13	Cc1cc(N2CCN(C)CC2)nc2ccc(NC(=O)Nc3cccc(Cl)c3)cc12	4.6µM*	.	2%
14	c1ccc2c(c1)Sc1ccccc1-n1cnnc1-2	-10%	19%	2%
15	CCn1c(CNC(=O)c2ccc(OC)cc2)nnc1SCC(=O)Nc1ccccc1	-11%	.	1%
16	COc1ccccc1CNc1ncnc2ccc(-c3ccc(N(C)C)cc3)cc12	13µM*	-15%	23%[56.1 µM]
17	COc1cccc(CNC(=O)c2ccc(-n3c(C)cc4c3CCCC4)cc2)c1	16µM*	.	9%
18	COCCN1CCc2nc(SCC(=O)Nc3ccc(Br)cc3)[nH]c(=O)c2C1	1%	.	3%
19	COCCn1c(SCC(=O)Nc2cc(C(C)(C)C)nn2-c2ccccc2)nnc1-c1ccncc1	?	0%	1%
20	O=C(CSc1nnnn1-c1ccc(F)cc1)Nc1ccc(N2CCOCC2)c(Cl)c1	?	6%	6%
21	Cc1ccc(C(=O)N(C)Cc2nc3ccccc3c(=O)[nH]2)cc1NC(=O)c1ccco1	-17%	.	0%
22	Cc1ccc(S(=O)(=O)/N=C(/Nc2ccccn2)c2ccc(Cl)cc2)cc1	-13%	11%	6%
23	Cc1nc(C)c(C(=O)Nc2ncc([N+](=O)[O-])s2)o1	?	1%	?
24	COc1ccc(CNc2ncnc3ccc(-c4c(C)noc4C)cc23)cc1	.	-3%	13%
25	N#CC1=C(N)SC(N)=C(C#N)C1c1c(Cl)cccc1Cl	?	-18%	5%
26	COCc1cccc(C2=CC(=O)C[C@H](c3ccc(F)cc3)C2)c1	?	.	-7%
27	Cc1nn(-c2ccccc2)c(OC(=O)c2cccs2)c1S(=O)(=O)c1ccccc1	-27%	-21%	3%
28	CN(C(=O)COC(=O)c1cccc(Cl)c1)C1CCS(=O)(=O)C1 (configuration not stated)	-3%	.	1%
29	Cc1nc(SCC(=O)NC2CCCC2)[nH]c(=O)c1C	-1%	-17%	5%
30	Cc1ccc(NC(=S)NN2CCOCC2)c(C)c1	7%	-2%	3%
31	O=C(Cn1[nH]c(=O)c2ccccc2c1=O)OCC(=O)c1ccccc1Cl	-1%	-1%	3%
32	CCOC(=O)CN1C(=O)N[C@@H](c2ccccc2)C(C(C)=O)=C1C	-3%	18%&20%	7%&0%
33	Cc1oc2c(CN3CCOCC3)c(O)ccc2c(=O)c1-c1ccc(Br)cc1	-30%	-1%	6%
34	O=C(N/N=C/c1c(Cl)[nH]c2ccccc12)c1ccc2c(c1)OCCO2	?	9%	0%
35	CC(=O)c1ccccc1OCCOCCOc1ccccc1C(C)=O	?	8%	-3%
36	CC(C)Oc1cccc(-n2c(CCc3c[nH]c4ccc(Br)cc34)nc3ccccc3c2=O)c1	?	13%	15%[56.1 µM]
37	CC(NC(=O)C1(S(=O)(=O)c2ccc(Cl)cc2)CC1)c1ccccc1 (configuration not stated)	-29%	-26%	-3%
38	O=C(NC1CCN(Cc2ccccc2)CC1)c1ccc(Cl)cc1Cl	?	-15%	3%
39	Cc1ccn2c(NC3CCCC3)c(-c3ccncc3)nc2c1	?	-3%	3%
40	O=C(Cc1ccccc1)Nc1ccc2[nH]ncc2c1	5%	-22%	3%
41	CCCC(=O)N(Cc1cccnc1)c1nc2c(OC)ccc(Cl)c2s1	11%	1%	0%
42	Cc1cccc(C(=O)O/N=C2\CCS(=O)(=O)c3sccc32)c1	-20%	-8%	0%
43	Cc1ccnc2nc(C(=O)OCC(=O)NCc3cccc(Cl)c3)nn12	3%	.	-1%[56.1 µM]
44	CC1CCN(C(=O)c2ccc3c(c2NCCO)C(=O)c2ccccc2C3=O)CC1	18µM*	-1%	7%
45	C=CCNc1nc2c(c(=O)n(C)c(=O)n2C)n1CC	1%	-3%	0%
46	Cc1ccccc1S(=O)(=O)Cc1ccc(C(=O)NC2CCC(C)CC2)o1 (configuration not stated)	?	-2%	2%&5%
47	COc1ccc(-c2n[nH]c(=S)n2-c2ccc(Br)cc2)cc1OC	2%	-2%	4%
48	Cc1nc2c(C)cccn2c(=O)c1NC(=O)c1ccco1	2%	3%	1%
49	O=C(CN1CCSCC1)N1CCc2[nH]c3ccc(Br)cc3c2C1	.	-4%	3%
50	Cn1c(N2CCCC2)nc2c1c(=O)n(Cc1cccc(F)c1)c(=O)n2C	-23%	11%	12%
51	COc1cccc(NC(=O)COc2nc3ccccc3nc2C)c1	-1%	-4%	3%
52	OCCNc1nc(N2CCCCC2)nc2ccccc12	-14%	?	.
53	CCN(Cc1ccccc1)S(=O)(=O)c1ccc(N2CCCCS2(=O)=O)cc1	?	.	4%
54	COc1ccc(-c2nnc(SCC(=O)NC3CCCCC3)o2)cc1OC	-29%	-4%	1%
55	COc1cccc(-c2cc(C(F)(F)F)nc(NCc3ccc(F)cc3)n2)c1	?	.	-15%
56	O=C(CCCN1C(=O)c2ccccc2C1=O)Oc1ccc(Cl)cc1	-8%	10%	.
57	C(=C\c1ccccc1)/C=N/Nc1nc2ccccc2s1	-10%	-3%	3%
58	NS(=O)(=O)c1ccc(N2CCOCC2)c(C(=O)NCc2cccs2)c1	-2%	.	0%
59	CCN(CC)c1ccc(C2Nc3ccccc3-c3cc(C)nn32)cc1 (configuration not stated)	-24%	.	-7%
60	O=c1/c(=C\c2cc([N+](=O)[O-])cc([N+](=O)[O-])c2O)sc2nc3ccccc3n12	-1%	3%	3%

5 compounds picked at random from those above:
No.	Structure	DT40 TDP1 no CPT	N370S GC mod	TDP1 block
55	COc1cccc(-c2cc(C(F)(F)F)nc(NCc3ccc(F)cc3)n2)c1	?	.	-15%
60	O=c1/c(=C\c2cc([N+](=O)[O-])cc([N+](=O)[O-])c2O)sc2nc3ccccc3n12	-1%	3%	3%
59	CCN(CC)c1ccc(C2Nc3ccccc3-c3cc(C)nn32)cc1 (configuration not stated)	-24%	.	-7%
57	C(=C\c1ccccc1)/C=N/Nc1nc2ccccc2s1	-10%	-3%	3%
52	OCCNc1nc(N2CCCCC2)nc2ccccc12	-14%	?	.

Later entries.
No.	Structure	DT40 TDP1 no CPT	N370S GC mod	TDP1 block
61	Cc1ccc(-c2cc(C(=O)O)c3cc(Br)ccc3n2)s1	?	?	.
62	NC(=O)C1(N2CCCCC2)CCN(CC(=O)Nc2ccccc2Sc2ccccc2)CC1	?	-7%	4%
63	CC(=O)N1c2ccc(S(=O)(=O)N3CCC(C(=O)N4CC(C)CC(C)C4)CC3)cc2CC1C (configuration not stated)	?	-3%	2%
64	COc1ccc(NC(=O)NCCN2CCCCC2)cc1	6%	-3%	.
65	O=C(COC(=O)Cc1ccc([N+](=O)[O-])cc1)NC1CCCCCC1	22%	.	-1%
66	CCc1ccc2[nH]c(=O)c(CN(Cc3ccccc3)Cc3nnnn3Cc3ccccc3)cc2c1	?	.	4%
67	CCCn1c2ccccc2c2cnn(CC(=O)N(CCCOC(C)C)Cc3ccco3)c(=O)c21	16µM*	.	2%
68	COCCOC(=O)C1=C(C)N=C2SCCC(=O)N2C1c1cccc(Br)c1 (configuration not stated)	2%	1%	5%
69	O=C(C(Cc1ccccc1)n1cccc1)N1CCN(c2ccccc2)CC1 (configuration not stated)	26µM*	6%	11%
70	COc1ccccc1-c1nnc(NC(=O)c2ccc3c(c2)OCO3)s1	2.1µM*	-4%	4%
71	CCCCC(=O)NC(=S)Nc1cccc(NC(=O)c2ccccc2)c1	23µM*	3%	5%
72	CC(C)OC(=O)C1CC=CCC1C(=O)Nc1ccc(Cl)cc1 (configuration not stated)	-16%	13%	4%
73	Cn1c(=O)c2c(nc(OCCc3ccccc3)n2C)n(C)c1=O	-30%	2%	0%
74	O=S(=O)(c1ccccc1)N1CCN(S(=O)(=O)N2CCCCCC2)CC1	-16%	-4%	15%
75	O=C(/C=C/NNC(=O)c1ccc(Br)cc1)c1ccccc1	4.1µM*	2%	8%
76	O=C(NCC(=O)N1CCC(N2CCCCC2)CC1)C1CCCCC1	-6%	-2%	-3%
77	Cc1ccc(N2CC(C(=O)Nc3cccnc3)CC2=O)cc1Cl (configuration not stated)	-13%	-6%	.
78	Cc1ccc(S(=O)(=O)N2CCCOC2CNC(=O)C(=O)NCCN2CCOCC2)cc1 (configuration not stated)	-4%	-16%	0%
79	CCN(C(=O)c1cc2c(=O)n3ccccc3nc2n1CCCOC)C1CCCCC1	?	?	-1%
80	O=C(O)Cn1ccc2cc(S(=O)(=O)N3CCCCCC3)ccc21	4%&-13%	2%	2%&0%
81	COc1ccc2nc(NC(=O)C3CC(=O)N(c4ccccc4)C3)sc2c1 (configuration not stated)	?	?	2%
82	O=S(=O)(NCCCCCNS(=O)(=O)c1ccc(F)cc1)c1ccc(F)cc1	13µM*	-7%	2%
83	O=C(c1cccc2c1C(=O)N(Cc1cccnc1)C2)N1CCN(c2ccccc2)CC1	4%	2%	3%
84	FC(F)(F)c1cccc(-c2noc(CN3CCOCC3)n2)c1	-16%	1%	-1%
85	CC(C(=O)Nc1ccc(F)c(F)c1)N1CCN(C)CC1 (configuration not stated)	-3%	-5%	.
86	CC1CCN(CC(CS(=O)(=O)c2ccc([N+](=O)[O-])cc2)N2CCC(C)CC2)CC1 (configuration not stated)	2.3µM*	-6%	.
87	Cc1nc(N/N=C/c2ccc(O)cc2)c2cnn(-c3ccccc3)c2n1	23µM*	-4%	3%
88	Cc1ccc(Cn2cnc3c(cnn3-c3ccc(F)cc3)c2=O)cc1	11%	2%	5%
89	Cc1nnc(SCC(=O)Nc2ccccc2C(=O)NC2CC2)s1	-8%	13%	3%
90	CCOc1ccc(NS(=O)(=O)c2ccc(OCC(=O)NCCCOC)cc2)cc1	-13%	-1%	1%
91	O=C(O)CC1(O)C(=O)N(Cc2ccccc2)c2ccccc21 (configuration not stated)	5%	-14%	-8%
92	CN(CCC#N)C(=O)COC(=O)/C=C/c1ccc2c(c1)OCO2	-8%	-4%	0%
93	O=C(Oc1c(CN2CCOCC2)cc(Cl)c2cccnc12)c1ccccc1F	4.6µM*	-7%	8%
94	CCN1C(=NCCc2ccccn2)N[C@@H](c2cccc(C(F)(F)F)c2)C(C(=O)OC)=C1C	16µM*	-8%	0%
95	O=C(OCC(=O)N1CCC(Cc2ccccc2)CC1)c1cncc(Br)c1	-10%	.	-4%
96	C#CCOCCOCCOCCNc1nc(N2CCN(C(=O)[C@H](CCCCN)n3cc([C@@H](N)C(C)CC)nn3)CC2)nc(N2CCN(C(=O)[C@H](Cc3ccc(O)cc3)n3cc([C@@H](N)C(C)CC)nn3)CC2)n1 (some centres not stated)	-2%	5%	1%
97	O=C(NCCN1CCN(C(=O)c2cccc(OC(F)F)c2)CC1)c1cccc(OC(F)F)c1	-6%	.	0%
98	COc1cc(NC2c3ncccc3C(=O)N2Cc2ccco2)cc(OC)c1OC (configuration not stated)	?	9%	5%
99	COc1cccc(S(=O)(=O)N2CCN(Cc3ccc4c(c3)OCO4)CC2)c1	-12%&-6%	-14%	2%
100	Clc1ccc(-c2nnc(-c3ccccc3)o2)c(Cl)c1	-24%	6%[2.35 µM]	0%
101	CC(C)n1c(-c2cccnc2)nc2cnccc21	-19%	1%	5%
102	Cc1cc(NC(=O)c2cncc(Br)c2)ccc1NC(=O)c1cc2ccccc2o1	8.2µM*	-10%	.
103	COCCn1c(SCC(=O)c2c(N)n(C)c(=O)n(C)c2=O)nc2ccccc21	-14%	1%	1%
104	Cc1cc(C)c(C(=O)CC(=O)c2ccccc2Cl)c(O)c1	10µM*	-5%	.
